# PG9 Ab binder – small molecules binding HIV-1 gp120 antibody PG9 | TR-FRET gp120-PG9 antibody binding | inhibition, % at 6.7 µM | 360,000 tested, 0.43% active | AID 624416; in the data active = inhibition above about 8.5%
# Rev-erbA mod – modulates human Rev-erb alpha binding to DNA | AID 1259318 | activity, % at 10 µM | P20393 | 370,000 tested, 0.79% active | Rev-erbα–FITC-DNA binding, fluorescence polarization, 90 min;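 active = activity above about 14%, limit read from the data; passing the limit was not always enough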;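 also: 0% = DMSO wells with 35 nM protein and 100% = DMSO wells with 750 nM protein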
# SIAE inh – blocks human sialic acid acetylesterase; Q9HAT2; SIAE FP-Rh probe binding, fluorescence polarization; inhibition, % at 9.66 µM; 370,000 tested, 0.69% active; AID 1053197;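 active = inhibition above a cutoff: mean of compounds within the control limits plus 3 SD of those, cut at about 17% in these data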;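 also: 0% = plate median of compound wells and 100% = probe without SIAE protein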
# Target sequence (Q9HAT2 whole entry, looked up): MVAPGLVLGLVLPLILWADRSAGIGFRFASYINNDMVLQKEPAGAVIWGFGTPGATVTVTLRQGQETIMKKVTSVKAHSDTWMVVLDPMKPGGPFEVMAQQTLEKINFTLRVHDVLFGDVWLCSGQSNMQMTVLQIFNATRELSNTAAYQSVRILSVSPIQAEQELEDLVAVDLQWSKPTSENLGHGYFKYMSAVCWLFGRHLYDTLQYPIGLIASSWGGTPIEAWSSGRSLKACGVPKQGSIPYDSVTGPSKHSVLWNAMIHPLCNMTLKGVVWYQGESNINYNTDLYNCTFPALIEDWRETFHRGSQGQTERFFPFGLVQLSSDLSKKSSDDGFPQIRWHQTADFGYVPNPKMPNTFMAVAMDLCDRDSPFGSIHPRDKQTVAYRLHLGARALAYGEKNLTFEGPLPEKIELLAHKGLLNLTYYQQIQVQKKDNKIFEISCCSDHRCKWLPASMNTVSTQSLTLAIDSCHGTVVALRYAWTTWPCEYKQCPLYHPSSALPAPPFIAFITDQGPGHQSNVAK
# rCAG binder – r(CAG) repeat RNA binding. AID 651821. 370,000 tested, 1.3% active. inhibition, % at 3 µM. TO-PRO-1 dye displacement fluorescence;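 active = inhibition above the plate cutoff, the mean of all test compounds on that plate plus 3 SD, cut at about 35% in these data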;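 also: 0% = DMSO alone and 100% = 100 µM mitoxantrone as full dye displacement; higher means more dye released from RNA so lower well fluorescence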
# TDP2 absorb – blocks human TDP2 phosphodiesterase activity; inhibition, % at 12.8 µM; AID 720702; 370,000 tested, 0.34% active; recombinant TDP2, T5PNP hydrolysis, p-nitrophenol absorbance 415 nm;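 active = inhibition above the mean of all tested compounds plus 3 SD, set per campaign, cut at about 25% in these data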;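 also: 0% = DMSO with enzyme and 100% = buffer with substrate but no TDP2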
#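 Read-out basis: percent inhibition. System: recombinant human TDP2. Buffer or medium: Mg2+-containing Tris-HCl buffer, pH 7.5. Repeats: single replicate. Timing: reaction 2 h, 37 °C. Benchmarks: high control without enzyme, low control DMSO plus TDP2. Probe or stimulus: 5 mM T5PNP. Doses: 12.8 µM only. Measured by: epi absorbance of p-nitrophenol freed from T5PNP by hydrolysis.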
# HTRA1 inhibitor – blocks human HTRA1 serine peptidase. 340,000 tested, 0.5% active. recombinant HTRA1, FP-rhodamine activity-based probe, fluorescence polarization. AID 504803. inhibition, % at 5.96 µM; in the data active = inhibition above about 36%;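 also: 0% = enzyme with DMSO and 100% = wells lacking enzyme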
# ABHD4 inh – inhibits mouse alpha/beta hydrolase domain 4. Q8VD66. purified mABHD4, FP-Rh probe fluorescence polarization. AID 720543. 370,000 tested, 0.54% active. inhibition, % at 8.92 µM;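 active = inhibition exceeding the mean over every tested compound plus 3 SD, cut at about 30% in these data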;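 also: 0% = plate median of compound wells and 100% = S159A mutant with DMSO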
# Target sequence (Q8VD66 whole entry, looked up, the tested form may be a part): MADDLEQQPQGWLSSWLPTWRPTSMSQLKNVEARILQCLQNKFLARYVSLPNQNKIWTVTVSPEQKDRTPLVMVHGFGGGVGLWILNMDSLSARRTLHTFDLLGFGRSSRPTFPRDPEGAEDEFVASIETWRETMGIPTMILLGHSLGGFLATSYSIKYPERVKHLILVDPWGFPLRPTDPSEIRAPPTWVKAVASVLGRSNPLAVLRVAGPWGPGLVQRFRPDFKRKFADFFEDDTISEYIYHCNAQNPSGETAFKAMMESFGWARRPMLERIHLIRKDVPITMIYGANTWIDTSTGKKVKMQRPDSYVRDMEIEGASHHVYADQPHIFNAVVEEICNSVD
#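 Assay system: mABHD4 protein; medium: HEPES pH 7.0, NaCl, Pluronic buffer; dosing: 8.92 µM, single dose; schedule: 45 min + 60 min at 25 °C; signal: FP readout, ex 525 nm / em 598 nm; read-out: normalized percent inhibition of probe labeling; repeats: single replicate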
# TCR-CD3 inh – inhibitors of human TCR-CD3 interaction; TAMRA-labeled TCR probe fluorescence, biochemical; inhibition, % at 9.4 µM; 360,000 tested, 0.37% active; AID 651800; in the data active = inhibition above about 19%;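 also: recombinant mutant TCR 2C K166C tagged with TAMRA read by polarization; 0% = receptor in buffer alone and 100% = receptor with positive control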
# PRMT1 FP inh – inhibitors of human PRMT1; Q99873; recombinant PRMT1, activity-based probe fluorescence polarization; inhibition, % at 2.79 µM; 370,000 tested, 1.3% active;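 active = inhibition above about 21% made by adding two undisclosed values, limit read from the data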
# LEDGF integ inh – blocks HIV-1 LEDGF/p75-dependent DNA integration. TR-FRET IN-LEDGF/p75 DNA integration, Eu/Cy5. inhibition, % at 3.7 µM. 370,000 tested, 0.64% active;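 active = inhibition above the screen-wide mean plus 3 SD, cut at about 13% in these data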;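 also: signal is the Cy5 over europium emission ratio at 671 and 618 nm; 0% = plate median of compound wells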
# * marks the source's active call; other numbers are inactive results; nt = not tested or not shown. A portion of the library; the hit share may differ from the screen's.
entry	molecule	PG9 Ab binder	Rev-erbA mod	SIAE inh	rCAG binder	TDP2 absorb
1	CC1Cc2nc(SCC(=O)NCC3CCCO3)n(-c3ccc(F)cc3)c(=O)c2S1 (stereo unspecified)	0.2	-5	4	-6	2
2	CCn1c2ccccc2c2cc(NC(=O)c3cc(OC)c(OC)c(OC)c3)ccc21	1.7	-4	15	4	-1
3	O=C(NC(Nc1ccccn1)C(Cl)(Cl)Cl)c1ccccc1 (stereo unspecified)	-1.5	5	-1	2	0
4	Oc1c(N=NC(=S)Nc2ccccc2F)c2ccccc2n1Cc1ccccc1F	-1.1	0	-6	8	-4
5	CCOC(=O)N1CCC(NC(=O)CCC(=O)N2CCOc3ccccc32)CC1	15*	-8	0	0	3
6	Cc1nc(Nc2ccc(C(=O)O)cc2)nc(Nc2ccc(C(=O)O)cc2)c1[N+](=O)[O-]	-1.5	1	-3	2	4
7	CCOC(=O)C1CCN(CC(O)COCc2ccc3c(c2)OCO3)CC1 (stereo unspecified)	-1.1	-1	14	-5	-7
8	CCN(CC(=O)Nc1c(Cl)cccc1Cl)C(=O)C1CCN(c2ncnc3sc(C)c(C)c23)CC1	0.5	2	0	-1	2
9	COc1ccc(Cl)cc1C(=O)NC1=NCCS1	-2.0	-4	-3	-2	6
10	COc1ccc(CC(=O)OCC(=O)Nc2ccc(Cl)cc2C)cc1	1.2	-6	5	-1	-11

entry	HTRA1 inhibitor	ABHD4 inh	TCR-CD3 inh	PRMT1 FP inh	LEDGF integ inh
1	-1	6	8	-2	-1
2	6	1	0	-1	4
3	0	1	1	3	1
4	6	0	-5	-2	-3
5	4	3	4	-2	-1
6	-5	6	6	-2	3
7	5	1	-4	-7	0
8	-7	-6	-5	-1	3
9	-7	-7	-3	1	-2
10	-6	-4	-4	0	1

# Other entries
entry	molecule	PG9 Ab binder	Rev-erbA mod	SIAE inh	rCAG binder	TDP2 absorb
11	CCC(=O)NC(=S)Nc1cccc(NC(=O)c2ccccc2Cl)c1	-0.1	0	-3	9	-10
12	CC(=O)Nc1ccc(C(=S)NCc2ccco2)cc1	0.6	1	-1	1	1
13	O=C(OCC(=O)N1c2ccccc2Sc2ccccc21)c1ccc[n+]([O-])c1	1.5	-4	-3	4	-6
14	O=c1[nH]nc(SCc2cc(Cl)ccc2Cl)c(=O)[nH]1	1.7	1	0	2	8
15	CCS(=O)(=O)N1CCCC(C(=O)N2CCc3ccccc3C2)C1 (stereo unspecified)	0.6	-3	2	0	4
16	CCn1cc(S(=O)(=O)CC(=O)Nc2cc(C)on2)c2ccccc21	-1.6	-2	-1	-1	5
17	O=C(CCCC(=O)OCC(=O)c1ccc(Cl)cc1)NC1CCCCC1	-1.2	7	-6	-8	12
18	CC(=O)N1CCN(c2ccc(NC(=O)c3cc(Cl)ccc3Cl)cc2)CC1	-3.0	4	6	-4	1
19	Cc1nccn1CCC(=O)NC1CCCc2c1cnn2-c1ccc(C(C)(C)C)cc1 (stereo unspecified)	0.5	4	-1	0	4
20	COC(=O)CCCC1=CC2=C(c3ccccc3)C(=O)C(C)(OC(=O)C3CCCC3)C(=O)C2=CN1Cc1ccc2c(c1)OCO2 (stereo unspecified)	0.1	5	6	7	14

entry	HTRA1 inhibitor	ABHD4 inh	TCR-CD3 inh	PRMT1 FP inh	LEDGF integ inh
11	-11	-14	-5	4	-4
12	0	-2	9	0	1
13	2	-4	2	8	-4
14	-2	-26	1	1	4
15	0	6	-7	-3	7
16	-4	0	-5	1	0
17	11	-5	10	1	-1
18	11	0	0	-6	3
19	12	0	6	-2	-1
20	-6	15	3	2	4

# The results go on:
entry	molecule	PG9 Ab binder	Rev-erbA mod	SIAE inh	rCAG binder	TDP2 absorb
21	CCOc1ccccc1C(=O)NCc1ccco1	-1.3	-5	-1	9	-2
22	CC(C)NC(=O)NC(=O)COC(=O)C1(C)CC1(Cl)Cl (stereo unspecified)	-1.9	-7	2	-5	3
23	CNC(=S)N1CCC(NC(=O)C(Cc2ccc(OC)cc2)NC(C)=O)CC1 (stereo unspecified)	2.0	2	-10	-1	7
24	Cc1cc(O)c2c(c1)CC1C3CCC4CC(=O)CCC4(C)C3CC(=O)C21C (stereo unspecified)	0.2	-3	1	4	-11
25	CC(=O)c1cccc(NC(=O)CCNS(=O)(=O)c2cccc3nonc23)c1	-0.2	-4	8	0	-4
26	Cc1ccc(Cl)cc1-n1ncc2c(NNC(=O)c3ccco3)ncnc21	-0.8	-10	0	2	2
27	Cc1noc(C)c1-c1nnc(-c2ccc(OC(F)(F)F)cc2)o1	0.4	-3	-1	-4	2
28	COc1ccc(Cl)cc1-c1cc(C(=O)Nc2ccc(C)c(NS(C)(=O)=O)c2)[nH]n1	1.8	6	-7	10	1
29	c1ccc(-n2c(SCc3cccc4ccccc34)nnc2-c2ccccn2)cc1	nt	-1	1	4	-5
30	Cc1nnc(NC(=O)CN2CCN(Cc3ccccc3Cl)CC2)s1	-2.1	0	1	5	3

entry	HTRA1 inhibitor	ABHD4 inh	TCR-CD3 inh	PRMT1 FP inh	LEDGF integ inh
21	-1	8	5	1	-4
22	-2	-1	2	-1	3
23	8	-6	-1	-1	7
24	-6	-8	5	-4	-2
25	4	2	2	-6	1
26	-1	5	-8	3	-4
27	7	2	-7	2	-4
28	nt	-49	-3	3	1
29	nt	-2	nt	-3	-1
30	1	-2	0	-2	-1

# From compound 21 as far as 26, as listed above:
entry	molecule	PG9 Ab binder	Rev-erbA mod	SIAE inh	rCAG binder	TDP2 absorb
21	CCOc1ccccc1C(=O)NCc1ccco1	-1.3	-5	-1	9	-2
22	CC(C)NC(=O)NC(=O)COC(=O)C1(C)CC1(Cl)Cl (stereo unspecified)	-1.9	-7	2	-5	3
23	CNC(=S)N1CCC(NC(=O)C(Cc2ccc(OC)cc2)NC(C)=O)CC1 (stereo unspecified)	2.0	2	-10	-1	7
24	Cc1cc(O)c2c(c1)CC1C3CCC4CC(=O)CCC4(C)C3CC(=O)C21C (stereo unspecified)	0.2	-3	1	4	-11
25	CC(=O)c1cccc(NC(=O)CCNS(=O)(=O)c2cccc3nonc23)c1	-0.2	-4	8	0	-4
26	Cc1ccc(Cl)cc1-n1ncc2c(NNC(=O)c3ccco3)ncnc21	-0.8	-10	0	2	2

entry	HTRA1 inhibitor	ABHD4 inh	TCR-CD3 inh	PRMT1 FP inh	LEDGF integ inh
21	-1	8	5	1	-4
22	-2	-1	2	-1	3
23	8	-6	-1	-1	7
24	-6	-8	5	-4	-2
25	4	2	2	-6	1
26	-1	5	-8	3	-4

# Remaining list, next part
entry	molecule	PG9 Ab binder	Rev-erbA mod	SIAE inh	rCAG binder	TDP2 absorb
31	O=C(/C=C/c1cccs1)NCc1ccccc1	0.1	5	0	-1	9
32	CN([C@@H](C(=O)OC(C)(C)C)c1ccccc1)S(=O)(=O)c1cccc(S(=O)(=O)N(C)[C@@H](C(=O)OC(C)(C)C)c2ccccc2)c1	-2.5	0	3	3	6
33	COCCn1c(C)cc(C(=O)CSc2nc3nc(C)cc(C)n3n2)c1C	-5.1	-1	6	-2	4
34	COc1cccc(OCCOc2ccc(/C=C3/SC(=S)NC3=O)cc2)c1	-2.5	2	-19	13	-15
35	CNc1ccc(S(=O)(=O)NCC(=O)OC(C)C(=O)N(C)Cc2ccccc2)cc1[N+](=O)[O-] (stereo unspecified)	-0.5	-5	10	4	3
36	COCC(=O)N[C@H]1C=C[C@@H](CC(=O)OC)O[C@@H]1CO	0.5	-5	-4	2	6
37	CCN(CC)CCN(Cc1cc2ccc(C)cc2[nH]c1=O)C(=O)NC1CCCCC1	0.8	1	1	-2	-6
38	CN(C)c1ccc(C(=O)NCC2CCN(C(=O)C(=O)c3cccs3)CC2)cc1	-2.8	2	7	5	-7
39	CC1CCCN(S(=O)(=O)c2ccc(-c3ccc(=O)[nH]n3)o2)C1 (stereo unspecified)	-1.1	4	-7	3	10
40	Nc1nc(Cn2nnc(-c3ccccc3F)n2)nc(N2CCOCC2)n1	-1.0	-2	0	-4	4

entry	HTRA1 inhibitor	ABHD4 inh	TCR-CD3 inh	PRMT1 FP inh	LEDGF integ inh
31	-3	5	7	7	0
32	-5	-1	1	1	1
33	-1	-4	6	8	2
34	-22	-10	-6	-2	2
35	6	-2	-1	-2	0
36	nt	-4	2	-2	1
37	3	7	-2	3	-3
38	nt	1	1	0	-1
39	4	-2	15	-3	-4
40	-3	10	3	-1	1

# Other compounds
entry	molecule	PG9 Ab binder	Rev-erbA mod	SIAE inh	rCAG binder	TDP2 absorb
41	COc1cccc(C(=O)NC(=S)Nc2ccc(N3CCCC3)cc2)c1	0.6	-11	13	11	-12
42	Cc1cc(Nc2ccc3c(c2)OCCO3)c2cc(Cl)ccc2n1	0.1	-1	5	2	-9
43	CC1=NN(c2ccc(C)c(C)c2)C(=O)/C1=C/c1ccc2c(c1)n(C)c(=O)n2C	-0.6	-4	5	4	53*
44	CCCCOC(=O)c1cc(=O)[nH]c(=O)[nH]1	0.2	4	2	0	-5
45	CCOC(CCn1c(SCC(=O)Nc2cc(C)on2)nc2ccccc2c1=O)OCC	-0.6	-7	-6	-6	-11
46	CCOc1ncccc1C(=O)NCCN1C(=O)S/C(=C/c2cccs2)C1=O	-4.0	-1	-10	0	-18
47	CCCCn1c(SCC(=O)NC2CC2)nc2cc(C(=O)OC)ccc2c1=O	-2.0	6	5	1	4
48	O=C(Nc1ccc(Cl)c(Cl)c1)Nc1nnc(-c2ccncc2)s1	1.1	-32	4	16	-2
49	COc1ccc(Cl)cc1NC(=O)CN(C)C(=O)c1cc2c(s1)CCC(C)C2 (stereo unspecified)	0.2	4	-10	2	4
50	O=C(O)c1ccc(N/N=C/C=C/c2ccccc2)cc1	-5.4	-1	4	9	-4

entry	HTRA1 inhibitor	ABHD4 inh	TCR-CD3 inh	PRMT1 FP inh	LEDGF integ inh
41	7	-3	-6	1	-4
42	-21	2	-2	0	1
43	11	0	9	0	0
44	-10	1	10	-2	-2
45	-9	-5	-7	7	-5
46	-7	-11	2	-4	3
47	-1	-7	3	-1	4
48	0	0	-1	-1	0
49	-13	-4	3	-2	3
50	-2	6	1	3	0

# (cont.)
entry	molecule	PG9 Ab binder	Rev-erbA mod	SIAE inh	rCAG binder	TDP2 absorb
51	COc1cccc(CCC(=O)N(C)C2CCCN(Cc3ccccc3F)C2)c1 (stereo unspecified)	0.9	-1	7	-9	5
52	Cc1ccc(S(=O)(=O)NN=C2CC3CCC2(C)C3(C)C)cc1 (stereo unspecified)	1.6	-2	-1	-2	0
53	Cc1ccccc1Oc1nc2c(C)cccn2c(=O)c1/C=C(\C#N)C(=O)Nc1c(C)n(C)n(-c2ccccc2)c1=O	1.1	4	-2	2	16
54	CN(c1ccccc1)S(=O)(=O)c1cccc(C(=O)Nc2nccs2)c1	-1.0	-3	2	2	7

entry	HTRA1 inhibitor	ABHD4 inh	TCR-CD3 inh	PRMT1 FP inh	LEDGF integ inh
51	3	1	3	-7	3
52	-7	3	-4	6	17*
53	0	6	0	3	-5
54	-8	-7	1	-1	1

# Screens deposited in PubChem by several laboratories.
